JMJD2A Tudor inh: qHTS Assay for Inhibitors of JMJD2A-Tudor Domain. AlphaScreen JMJD2A-Tudor / H3K4me3 peptide binding. Potency, µM (doses to about 114 µM), without a hit: at the top dose activity change, negative = inhibition, hits mostly inhibitors. 4.4% of 390,000 active; also: potency is read from the fitted curve at half-maximal effect; % is scaled to controls: 0 for no effect and ±100 for the full control effect; nearly all actives have a fitted effect of over 50% in size
Pin1 inh: qHTS Assay to Find Inhibitors of Pin1. Pin1 FP peptide displacement, HiFluor488, 10 min. 0.009% of 390,000 active. Peptidyl-prolyl cis-trans isomerase NIMA-interacting 1 (Homo sapiens), Q13526. AID 504891, 2011. Potency, µM (titrated, usually from 115 µM), without a hit: top-dose activity, negative = inhibition, usual class: inhibitors; active = well fitted inhibition curve with a large enough effect in the polarisation, with a control signal flat, not every such curve was filed as active; inconclusive = small, poorly fitted or top-dose-only effect, or effect the other way, or a change in a side signal; inactive = no such curve, though single readings can be large or run the other way; the % refers to the polarisation; also: potency is read from the fitted curve at half-maximal effect; % is scaled to controls: 0 for no effect and ±100 for the full control effect
HP1b binding inh: HTS for Inhibitors of HP1-beta Chromodomain Interactions with Methylated Histone Tails | AlphaScreen HP1-beta / biotin-H3K9me3 peptide binding | Chromobox protein homolog 1 (Homo sapiens), P83916 | 0.56% of 390,000 active | Potency, µM (highest dose often 114 µM), inactives show top-dose activity change, negative = inhibition, usual class: inhibitors; also: potency is read from the fitted curve at half-maximal effect; nearly all actives have a fitted effect of over 70% in size; inactives centre near 23
Target sequence (P83916 whole entry, looked up): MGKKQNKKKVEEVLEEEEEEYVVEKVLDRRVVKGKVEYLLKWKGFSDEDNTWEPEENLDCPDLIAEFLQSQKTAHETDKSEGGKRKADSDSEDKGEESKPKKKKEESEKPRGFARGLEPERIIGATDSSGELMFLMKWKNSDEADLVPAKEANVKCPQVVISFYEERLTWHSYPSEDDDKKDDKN
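HP1-beta protein (50 nM final) preincubated 30 min at room temperature with biotinylated H3(1-18)K9me3 peptide (50 nM) in PBS pH 7.4, 0.01% Tween-20, then compound added for 30 min. AlphaScreen streptavidin donor/nickel chelate acceptor beads (10 ug/mL final), 30 min dark, luminescence read.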
BAZ2B inh: qHTS Assay for Inhibitors of BAZ2B; 4.4% of 360,000 active; Bromodomain adjacent to zinc finger domain protein 2B (Homo sapiens), Q9UIF8; Potency, µM (series often up to 114 µM), without a hit: top-dose activity change, negative = inhibition, hits mostly inhibitors; AlphaScreen BAZ2B-H3K14Ac peptide displacement; AID 504333, 2011; also: potency is read from the fitted curve at half-maximal effect; % is scaled to controls: 0 for no effect and ±100 for the full control effect; nearly all actives have a fitted effect of over 60% in size
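AlphaScreen displacement of biotin-H3(5-23)K14Ac peptide (50 nM final) from BAZ2B (50 nM final) in PBS pH 7.4, 0.01% Tween-20; complex preformed 30 min RT, then compounds (top 110 uM) 30 min RT, beads 20 min dark.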
G9a block: qHTS Assay for Inhibitors of Histone Lysine Methyltransferase G9a; Potency, µM (titrated, usually from 102 µM), without a hit: at the top dose activity, negative = inhibition, hits mostly inhibitors; G9a H3K9 monomethylation, AlphaScreen, 2 h; AID 504332, 2011; Histone-lysine N-methyltransferase EHMT2 (Homo sapiens), Q96KQ7; 8.8% of 350,000 active; also: potency is read from the fitted curve at half-maximal effect; % is scaled to controls: 0 for no effect and ±100 for the full control effect; nearly all actives have a fitted effect of over 75% in size
Target sequence (Q96KQ7 913-1193 limits assumed): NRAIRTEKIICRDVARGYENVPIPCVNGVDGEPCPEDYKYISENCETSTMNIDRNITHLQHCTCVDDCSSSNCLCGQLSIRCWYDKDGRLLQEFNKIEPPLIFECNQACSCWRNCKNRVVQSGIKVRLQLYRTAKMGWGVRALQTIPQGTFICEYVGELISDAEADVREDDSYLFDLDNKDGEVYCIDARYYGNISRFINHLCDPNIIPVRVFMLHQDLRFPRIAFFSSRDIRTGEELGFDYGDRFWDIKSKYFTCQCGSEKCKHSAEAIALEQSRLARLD
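Enzyme 20 nM + cpd, 15 min RT; add b-H3K9 pep 500 nM / SAM 20 uM; 2 h RT; anti-H3K9me1 Ab 0.5 ug/mL + SA donor / anti-rabbit acceptor beads 20 ug/mL each, 10 min; AlphaScreen read.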
PI4K2A block: qHTS for small molecular inhibitors of PI4K2A | activity change, negative = inhibition, % at 76.9 µM | AID 1346378, 2018 | purified PI4K2A, ADP-Glo luminescence, 1 h; active compounds read low | 0.13% of 420,000 active; in the data active = activity change below about -50%; inconclusive = mostly about -30% to -49%;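 also: -100% = wells without enzyme as full effect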
Target sequence (Q9BTU6 whole entry, looked up): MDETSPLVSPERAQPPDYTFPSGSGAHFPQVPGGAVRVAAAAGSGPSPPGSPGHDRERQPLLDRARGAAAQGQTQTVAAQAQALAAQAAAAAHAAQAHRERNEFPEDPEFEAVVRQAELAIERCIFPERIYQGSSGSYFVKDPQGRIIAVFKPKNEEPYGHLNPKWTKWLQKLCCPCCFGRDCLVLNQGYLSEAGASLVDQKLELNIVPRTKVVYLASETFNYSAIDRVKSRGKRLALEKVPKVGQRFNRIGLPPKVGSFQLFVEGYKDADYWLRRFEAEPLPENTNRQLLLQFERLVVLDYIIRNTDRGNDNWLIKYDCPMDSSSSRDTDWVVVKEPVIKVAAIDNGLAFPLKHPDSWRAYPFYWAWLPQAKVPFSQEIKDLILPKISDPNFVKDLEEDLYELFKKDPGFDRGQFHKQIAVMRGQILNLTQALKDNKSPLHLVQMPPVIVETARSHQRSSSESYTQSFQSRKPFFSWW
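ADP-Glo luminescence measured ADP generated by PI4K2A enzyme (4 ug/mL before mixing) with 1.2 mM PI substrate (pre-mix) and 300 microM ATP (pre-mix). Tris pH7.5 buffer with MgCl2, Triton X-100; 1 h reaction at ambient temperature.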
Pol eta inh: qHTS for Inhibitors of Polymerase Eta | DNA polymerase eta (Homo sapiens), Q9Y253 | recombinant Pol eta, fluorescent DNA replication assay | Potency, µM (series often up to 114 µM), for inactives: at the highest dose activity change, negative = inhibition, hits mostly inhibitors | 1.2% of 390,000 active | AID 588591, 2011; also: potency is read from the fitted curve at half-maximal effect; % is scaled to controls: 0 for no effect and ±100 for the full control effect
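Pol eta (10 nM) was preincubated with compounds for 15 min at room temperature, after which fluorescent replication substrate (50 nM final) was added to start the reaction. Fluorescence was read kinetically at 0 and 10 min.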
GLS inhibitor: qHTS for Inhibitors of Glutaminase (GLS); Glutaminase kidney isoform, mitochondrial (Homo sapiens), O94925; GLS enzymatic activity, qHTS titration; Potency, µM (highest dose often 45.5 µM), inactives show at the top dose activity change, negative = inhibition, actives largely listed as inhibitors; 0.21% of 410,000 active; also: potency is read from the fitted curve at half-maximal effect; % is scaled to controls: 0 for no effect and ±100 for the full control effect
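Coupled fluorescence readout: glutamate oxidase/HRP/Amplex Red detect glutamate formed by hKGA from L-glutamine (1 mM solution added). Buffer 45 mM KH2PO4 pH 8.2, 0.02% Tween-20; reads at t0 and 30 min RT.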
PGK inhibitor: qHTS Assay to Find Inhibitors of Phosphoglycerate Kinase; Phosphoglycerate kinase, glycosomal (Trypanosoma brucei brucei), P07378; PGK/GAPDH coupled, Kinase-Glo luminescence, 60 min; Potency, µM (top dose mostly 57.5 µM), for the others: top-dose activity change, negative = inhibition, hits mostly inhibitors; 0.043% of 380,000 active; AID 602233, 2012; also: potency is read from the fitted curve at half-maximal effect; % is scaled to controls: 0 for no effect and ±100 for the full control effect; nearly all actives have a fitted effect of over 60% in size
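Recombinant glycosomal PGK reaction used 1,3-bisphosphoglycerate generated in-well by GAPDH (100nM final) in 100mM TEA pH 7.6, 5mM MgCl2, 0.01% Tween-20. After 60 minutes at room temperature, ATP was read by Kinase-Glo Plus luminescence end-point.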
Active calls of the source: *; i = inactive; ? = inconclusive; / = no result given; [ ] = remark or other dose. Unless noted, calls follow the shape of the dose curve; as a rule, active = well fitted curve in the direction sought with a large enough effect; inconclusive = small, poorly fitted or top-dose-only effect, or another doubt; inactive = no such curve, though single readings can be large; an effect the other way counts as inactive or inconclusive. Only part of the results is shown, so the mix of outcomes need not match the whole.

| SMILES | JMJD2A Tudor inh | Pin1 inh | HP1b binding inh | BAZ2B inh | G9a block | PI4K2A block | Pol eta inh | GLS inhibitor | PGK inhibitor |
| --- | --- | --- | --- | --- | --- | --- | --- | --- | --- |
| O=C(COc1ccc2oc3c(c2c1)CCCC3)Nc1ccc(Cl)cc1 | -5.5% | 4.7% | 21.4% | 0.1% | -0.9%[59 µM] | 0.5 | 1.6% | -11.2% | -8.2% |
| COc1ccc(C2C(C#N)=C(N)Oc3cccc(O)c32)cc1 (stereo not given) | -13.1% | -1.4% | 21.8% | -12.7% | / | -1.2 | -18.4% | 13.1% | -6.6% |
| Cc1ccccc1CSCCNC(=O)CCSc1ccccc1 | 3.1% | ? | 47.5%[activator] | -9.6% | 37.8%[activator] | 3.6 | -5.7% | -0.6% | -1.8% |
| CCc1ccccc1NC(=O)C(=O)c1cc(C)n(-c2ccccc2F)c1C | -10.6% | 2.5% | 35.0% | -30.7% | -28.7%[59 µM] | -1.9 | -18.0% | 2.8% | i |
| O=C(C1CC(=O)N(c2ccc3c(c2)OCCO3)C1)N1CCN(Cc2ccccc2F)CC1 (stereo not given) | -2.6% | -4.3% | 36.8%[activator] | -3.0% | 18.0%[59 µM] | -0.1 | -8.2% | 8.0% | -4.4% |
| CN[C@H](C)C(=O)NC[C@H]1O[C@@H](n2cnc3c(N)ncnc32)[C@H](O)[C@@H]1O | -11.0% | 1.2% | 14.0% | / | / | -26.3 | -2.6% | 6.2% | -6.5% |
| O=C(/C=C/c1ccc([N+](=O)[O-])cc1)NCc1ccc2c(c1)OCO2 | 9.2% | 1.6% | 30.7% | -7.4% | -5.2% | 4.7 | -1.6% | -2.0% | -4.9% |
| COc1ccc(CCN2CC34C=CC(O3)C(C(=O)NCc3ccccc3Cl)C4C2=O)cc1OC (stereo not given) | -15.9% | 5.7% | 7.0% | 7.6% | ? | 4.6 | -6.8% | 1.4% | i |
| CN(CCCC(=O)NCc1ccco1)S(=O)(=O)c1ccccc1 | -19.0% | 2.8% | 10.9% | 1.9% | -1.5%[12.7 µM] | -3.1 | -13.6% | -4.2% | -4.7% |
| COc1cccc(C(=O)Oc2cc(C)[nH]c(=O)c2[N+](=O)[O-])c1OC | -24.1% | -2.0% | 17.9% | -21.6% | -12.9% | 1.8 | -17.2% | -9.7% | -9.7% |
| CCOc1ccc(CN2CCNC(=O)C2CC(=O)NCCc2cnccn2)cc1 (stereo not given) | -6.8% | -15.8% | 47.2%[activator] | -2.8% | ? | 2.1 | -4.1% | -3.7% | -4.1% |
| C[C@@H]1CCCCO[C@H](CN(C)C(=O)Nc2ccccc2)[C@@H](C)CN([C@H](C)CO)C(=O)c2cc(NS(=O)(=O)c3cn(C)cn3)ccc2O1 | / | / | / | / | / | -6.1 | -26.1% | 0.4% | 0.2% |
| CSc1ccc(/C=C2\C(=N)N3N=C(CC(=O)N4CCOCC4)SC3=NC2=O)cc1 | -11.6% | 0.8% | 14.9% | -15.3% | -17.2% | 1.2 | -24.5% | 14.4% | 4.5% |
| Clc1ccc(N2COC3c4cccc5cccc(c45)C32)cc1 (stereo not given) | -8.1% | 0.7% | 24.5% | 1.6% | -4.2%[59 µM] | -3.4 | -17.6% | -1.7% | -8.2% |
| CN(C)Cc1c(C(=O)N/N=C/c2ccncc2)nnn1-c1nonc1N | -11.2% | 2.7% | -10.2% | 1.9% | 7.8% | -3.6 | -12.3% | 7.8% | -5.6% |
| N#Cc1ccc(C2=NC(C(F)(F)F)(C(F)(F)F)c3c(n(Cc4ccco4)c(=O)[nH]c3=O)N2)cc1 | 6.3% | -1.2% | 17.7% | -30.8% | ? | -2.5 | -4.1% | / | i |
| COCCN=c1scc(-c2cc(OC)ccc2OC)n1/N=C/c1c[nH]c2ccccc12 | 39.8µM* | 17.8% | ? | 11.2µM* | 10µM* | -2.9 | -24.9% | 8.1% | 0.5% |
| Cc1cc(Nc2ccc(C)c(C)c2)n2ncnc2n1 | / | / | / | / | / | -2.0 | -5.3% | 5.2% | 2.4% |
| CCO[C@H]1OC(C(=O)N2CCN(Cc3ccc4c(c3)OCO4)CC2)=C[C@@H](C2CC2)[C@@H]1CCCO | -16.7% | 2.3% | 0.1% | -3.1% | -3.3%[59 µM] | 4.9 | -2.4% | 0.2% | -6.5% |
| CN(c1ccccc1C(=O)Nc1cccc(Br)c1)S(=O)(=O)c1ccccc1 | 1.3% | -2.0% | 34.3%[activator] | -6.5% | / | 0.9 | -5.6% | 2.1% | -7.3% |
| O=C(Nc1cc(C(F)(F)F)ccc1N1CCOCC1)c1cccnc1Cl | -7.5% | 1.6% | 35.7% | -5.5% | 19.7%[59 µM] | -2.9 | 4.3% | -2.2% | -5.5% |
| Cc1ccc(-c2c[n+](CC(=O)Nc3ccccc3)c3n2CCC3)cc1 | -16.6% | 0.1% | 4.6% | -4.1% | / | -3.7 | -5.1% | 8.2% | 1.6% |
| CN(C)CCCN1c2ccc3ccccc3c2Sc2cccc(Cl)c21 | 50.1µM* | -8.1% | ? | / | / | 0.1 | -16.9% | 26.8% | -2.9% |
| COc1ccc(NCc2nnc(SCC(=O)Nc3cccc(C)c3)o2)cc1 | ? | -1.8% | -20.5% | ? | ? | -5.1 | 4.7% | 13.7% | -5.8% |

Rewritten with values under each structure: entries from further up
Results follow in this order: JMJD2A Tudor inh | Pin1 inh | HP1b binding inh | BAZ2B inh | G9a block | PI4K2A block | Pol eta inh | GLS inhibitor | PGK inhibitor
> Clc1ccc(N2COC3c4cccc5cccc(c45)C32)cc1 (stereo not given)
 : -8.1% | 0.7% | 24.5% | 1.6% | -4.2%[59 µM] | -3.4 | -17.6% | -1.7% | -8.2%
> CN(C)Cc1c(C(=O)N/N=C/c2ccncc2)nnn1-c1nonc1N
 : -11.2% | 2.7% | -10.2% | 1.9% | 7.8% | -3.6 | -12.3% | 7.8% | -5.6%
> N#Cc1ccc(C2=NC(C(F)(F)F)(C(F)(F)F)c3c(n(Cc4ccco4)c(=O)[nH]c3=O)N2)cc1
 : 6.3% | -1.2% | 17.7% | -30.8% | ? | -2.5 | -4.1% | / | i
> COCCN=c1scc(-c2cc(OC)ccc2OC)n1/N=C/c1c[nH]c2ccccc12
 : 39.8µM* | 17.8% | ? | 11.2µM* | 10µM* | -2.9 | -24.9% | 8.1% | 0.5%
> Cc1cc(Nc2ccc(C)c(C)c2)n2ncnc2n1
 : / | / | / | / | / | -2.0 | -5.3% | 5.2% | 2.4%
> CCO[C@H]1OC(C(=O)N2CCN(Cc3ccc4c(c3)OCO4)CC2)=C[C@@H](C2CC2)[C@@H]1CCCO
 : -16.7% | 2.3% | 0.1% | -3.1% | -3.3%[59 µM] | 4.9 | -2.4% | 0.2% | -6.5%
> CN(c1ccccc1C(=O)Nc1cccc(Br)c1)S(=O)(=O)c1ccccc1
 : 1.3% | -2.0% | 34.3%[activator] | -6.5% | / | 0.9 | -5.6% | 2.1% | -7.3%
> O=C(Nc1cc(C(F)(F)F)ccc1N1CCOCC1)c1cccnc1Cl
 : -7.5% | 1.6% | 35.7% | -5.5% | 19.7%[59 µM] | -2.9 | 4.3% | -2.2% | -5.5%
> Cc1ccc(-c2c[n+](CC(=O)Nc3ccccc3)c3n2CCC3)cc1
 : -16.6% | 0.1% | 4.6% | -4.1% | / | -3.7 | -5.1% | 8.2% | 1.6%
> CN(C)CCCN1c2ccc3ccccc3c2Sc2cccc(Cl)c21
 : 50.1µM* | -8.1% | ? | / | / | 0.1 | -16.9% | 26.8% | -2.9%
> COc1ccc(NCc2nnc(SCC(=O)Nc3cccc(C)c3)o2)cc1
 : ? | -1.8% | -20.5% | ? | ? | -5.1 | 4.7% | 13.7% | -5.8%
